# CHT allo act: allosterically activates the human high affinity choline transporter | 310,000 compounds, 0.49% hits | AID 488977 | CHT-expressing cells, membrane potential dye, choline EC20; hits give high values; LV-AA mutant CHT in HEK293 cells | B-score at 10 µM;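 active = initial fluorescence not abnormally high and integrated response B-score, plate-corrected, over 3 SD above library mean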
# Target sequence (Q9GZV3 whole entry, looked up): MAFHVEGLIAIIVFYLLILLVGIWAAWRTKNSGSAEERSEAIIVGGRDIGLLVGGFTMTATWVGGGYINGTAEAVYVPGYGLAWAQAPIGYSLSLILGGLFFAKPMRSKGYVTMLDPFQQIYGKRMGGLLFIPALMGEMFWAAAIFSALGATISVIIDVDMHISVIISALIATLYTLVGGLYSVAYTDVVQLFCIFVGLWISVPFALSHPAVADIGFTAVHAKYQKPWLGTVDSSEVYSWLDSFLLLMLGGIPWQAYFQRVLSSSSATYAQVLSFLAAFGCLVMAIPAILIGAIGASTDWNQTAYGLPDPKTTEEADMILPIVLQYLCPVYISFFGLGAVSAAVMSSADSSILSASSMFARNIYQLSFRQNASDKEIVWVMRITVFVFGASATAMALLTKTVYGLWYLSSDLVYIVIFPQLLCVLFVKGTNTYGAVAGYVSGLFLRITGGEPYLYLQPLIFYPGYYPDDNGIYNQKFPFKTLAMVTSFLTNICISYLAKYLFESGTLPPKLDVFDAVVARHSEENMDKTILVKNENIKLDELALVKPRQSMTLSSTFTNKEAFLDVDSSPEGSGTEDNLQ
# CHT block: human CHT choline transport inhibition; AID 488975; CHT-expressing cells, membrane potential dye, choline response; hits give low values; Q9GZV3; 310,000 compounds, 0.86% hits; B-score at 10 µM;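 active = B-score over 3 SD under the library average, and starting fluorescence ratio not unusually high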;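 also: choline stimulus applied at its EC90 after an EC20 pre-addition; B-score computed on integrated fluorescence ratio after choline addition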
# STK33 kinase inh: blocks human STK33 kinase activity; AID 2661; purified STK33, MBP phosphorylation, ADP-Glo luminescence; 320,000 compounds, 0.073% hits; inhibition, % at 10 µM;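 active = inhibition at or above 25%, using the most active replicate where run in duplicate; inactive = inhibition below 25%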
# Target sequence (Q9BYT3 whole entry, looked up): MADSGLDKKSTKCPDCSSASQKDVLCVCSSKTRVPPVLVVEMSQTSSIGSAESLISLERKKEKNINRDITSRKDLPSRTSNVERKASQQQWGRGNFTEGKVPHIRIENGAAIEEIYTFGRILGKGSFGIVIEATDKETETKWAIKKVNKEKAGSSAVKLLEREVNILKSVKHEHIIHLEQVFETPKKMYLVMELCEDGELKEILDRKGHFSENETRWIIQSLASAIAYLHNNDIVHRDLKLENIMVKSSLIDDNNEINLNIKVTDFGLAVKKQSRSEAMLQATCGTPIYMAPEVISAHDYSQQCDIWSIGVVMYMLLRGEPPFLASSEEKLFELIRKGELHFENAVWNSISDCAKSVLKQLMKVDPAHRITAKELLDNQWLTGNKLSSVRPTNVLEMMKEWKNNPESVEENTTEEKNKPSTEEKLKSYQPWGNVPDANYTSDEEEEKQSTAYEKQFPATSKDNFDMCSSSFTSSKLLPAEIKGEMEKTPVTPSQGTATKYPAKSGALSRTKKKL
# * hit, by the source's call; i = inactive; x = no result given. An unsorted share of the library. About 1.5% of those tested had a hit in this group.
SMILES,CHT allo act,CHT block,STK33 kinase inh
Cc1csc(NC(=O)CSc2nnc(Cn3c(=O)sc4ccccc43)n2-c2ccccc2)n1,i,i,1.5
Cc1ccc(C)c2c1cc(C)c1nnc(SCC(=O)Nc3cccc(C(=O)O)c3)n12,i,i,-1.0
COCCn1c(=O)[nH]c2cc(C(=O)N3CCN(c4ccc(Cl)cc4)CC3)ccc2c1=O,i,i,-0.8
Cc1ccc(C(=O)OCC(=O)N2CCC(C)CC2)cc1S(=O)(=O)N1CCCCC1,i,i,-2.0
CC(=O)c1c(C(C)=O)c(C)n(NC(=O)c2ccccc2Cl)c1C,i,i,-0.9
Cc1ccnc(NC(=O)CCNC(=O)c2ccc(Cl)cc2)c1,i,i,-1.6
O=C1CCCC/C1=C/NCc1ccc(F)cc1,i,i,-0.2
COCCCn1c(=S)[nH]c(C)c(C)c1=O,i,i,-1.5
COc1cc(/C=N/NC(=O)CCc2ccccc2)ccc1O,i,i,5.4
O=C(CCN1C(=O)c2ccccc2C1=O)Nc1ccc(S(=O)(=O)N2CCOCC2)cc1,i,i,-1.0
CC12CN(S(=O)(=O)c3ccccc3)CC(C)(CN(S(=O)(=O)c3ccccc3)C1)C2,i,i,-0.4
Oc1c(Cl)cc(Cl)cc1/C=N/c1nc(-c2ccc(Cl)cc2)cs1,i,i,-0.1
CCN(CC(=O)NC(C)(C)C)Cc1cc(=O)n2c(-c3ccccc3)csc2n1,i,i,-0.4
Cc1ccccc1/C=C/c1cccc[n+]1C,i,i,-1.7
O=C(c1ccco1)N1CCN(S(=O)(=O)c2cccc3nsnc23)CC1,i,i,0.6
CC(=O)N1CCN(S(=O)(=O)c2cccc(C(=O)Nc3nccs3)c2)CC1,i,i,0.3
Cc1ccc2c(=O)cc(C(F)F)oc2c1,i,i,x
O=S(=O)(NCC1CCCO1)c1cccc2nsnc12 (stereo not drawn),i,i,-2.1
Cc1cccc(N2C(=O)C3C4C=CC(CC4)C3C2=O)c1 (stereo not drawn),i,i,-1.5
Cc1c(Cl)cccc1NC(=O)CCC(=O)NNC(=O)c1ccccc1Cl,i,i,-1.1
O=C(NCc1ccco1)c1cc2c(s1)CSC2,i,i,6.3
CCOC(=O)c1cc(CC)sc1/N=C/C1C(=O)CC(C)(C)CC1=O,i,i,0.0
Cc1ccccc1C1c2[nH]c3ccccc3c2C[C@H]2C(=O)N(C3CCN(Cc4ccccc4)CC3)CC(=O)N12 (stereo partly drawn),i,i,-1.1
Cc1cc(C)nc(N2CCCC(C(=O)NCc3ccccc3F)C2)n1 (stereo not drawn),i,i,-0.3
COc1ccc(Cl)cc1C(=O)NCC(c1ccco1)N(C)C (stereo not drawn),i,i,-0.5
CCCC(C(=O)NCC1CCCO1)N(Cc1ccco1)C(=O)CNS(=O)(=O)c1ccccc1 (stereo not drawn),i,i,0.5
CN(C)c1nc(N(C)C)nc(N(C#N)CN2C(=O)c3ccccc3S2(=O)=O)n1,i,i,-0.5
O=C(COc1ccc2c(c1)oc(=O)c1ccccc12)NCCN1CCOCC1,i,i,1.2
CC1CCN(C(=O)CNC(=O)c2cccc(OC(F)F)c2)CC1,i,i,1.5
COc1ccc(C(=O)Nc2cc(OCc3ccccc3)c(Cl)cc2Cl)cc1,i,i,-0.9
CCOc1ccc(NC(=O)NNC(=O)c2ccc(Cl)cc2Cl)cc1,i,i,-3.0
CCOC(=O)c1sc(NC(=O)CSc2nnnn2-c2ccc(C)cc2)c(C(=O)OCC)c1C,i,i,-0.8
CCCCN(C(=O)NC(=O)Nc1ccc(C)cn1)S(C)(=O)=O,i,i,-1.8
CC(=O)Oc1ccccc1C1=NN(C(C)=O)C(c2ccccc2)C1 (stereo not drawn),i,i,-0.9
Cn1c(C(=O)NCCN2CCN(c3ccccc3F)CC2)cc2c(=O)n(C)c3ccccc3c21,i,i,0.3
Cc1ccc2nc(NC(=O)Cc3cccs3)sc2c1,i,i,1.7
O=C(CN1CCOCC1)Nc1ccc2c(c1)CCC2,i,i,0.2
Cc1sc2nnn(CC(=O)N3CCN(C(=O)c4ccco4)CC3)c(=O)c2c1C,i,i,-1.9
Cc1ccccc1C(=O)Nc1nc(=S)ss1,i,i,-1.7
COc1cccc(NC(=O)C2CCN(S(=O)(=O)c3ccc4c(c3)NC(=O)C(C)S4)CC2)c1 (stereo not drawn),i,i,-1.6
CN(CCc1ccccn1)C(=O)CC1C(=O)NCCN1Cc1cccc(F)c1 (stereo not drawn),i,i,0.3
CCOC(=O)CCCNC(=O)CCNC(=O)c1ccc(OCCC(C)C)cc1,i,i,-0.8
O=S(=O)(NC1CCCCC1Sc1ncccn1)c1ccc(Cl)cc1 (stereo not drawn),i,i,1.8
COc1ccc(-c2csc(Cc3nnc(N4CCOCC4)n3-c3ccccc3)n2)cc1,i,i,-2.0
COc1cc(-c2nc3cnccn3c2NC(C)(C)CC(C)(C)C)ccc1O,i,i,-0.9
CC(C)(C)OC(=O)NC(CO)c1cn([C@@H](Cc2cc3ccccc3[nH]2)C(=O)N2CCN(C(=O)OC(C)(C)C)CC2)nn1 (stereo partly drawn),i,i,-0.1
C=CCSc1nccc(-c2cc(Cl)sc2Cl)n1,i,i,4.1
COc1cccc(CNc2ccc(N3CCC(C)CC3)cc2)c1OC,i,-5.4*,-1.0
COc1ccc(OC)c(C2C3=C(COC3=O)Nc3cc4c(cc32)OCO4)c1 (stereo not drawn),i,i,0.0
Cc1ccc(C)c(N(C)C(=O)c2ccc3c(=O)n4c(nc3c2)CCCCC4)c1,i,i,2.1
# Other records:
SMILES,CHT allo act,CHT block,STK33 kinase inh
CCc1ccccc1OCCCOc1ccc(OC)cc1,i,i,-0.6
O=C(NCCc1ccc(F)cc1)C(=O)NCC1CCCN1S(=O)(=O)c1ccccc1 (stereo not drawn),i,i,-1.1
CC(C(=O)Oc1ccc2c(c1)OCO2)N1C(=O)c2ccccc2C1=O (stereo not drawn),i,i,-1.6
COc1ccc(CC(=O)Nc2c3c(nn2-c2cccc(Cl)c2)CS(=O)C3)cc1 (stereo not drawn),i,i,-1.3
COc1ccc(S(=O)(=O)N2CCCCC2)cc1NC(=O)c1ccc([N+](=O)[O-])o1,i,i,-0.8
CCC1CN(C(=O)NCc2ccc(F)cc2)c2cc(Cl)ccc2O1 (stereo not drawn),i,i,-1.1
COc1ccc(CN(C(=O)c2cnccn2)C(C(=O)Nc2ccc(F)cc2)c2ccccc2)cc1 (stereo not drawn),i,i,0.2
O=C(c1ccc(OC2CCN(Cc3ccccn3)CC2)cc1)N1CCC[C@H]1CO,i,i,-0.2
COc1ccc(OC)c(S(=O)(=O)Nc2ccc(F)cc2)c1,i,i,-0.1
CC(C)NC(=O)c1onc(CSc2nc3ccccc3[nH]2)c1C(=O)NC(C)C,i,i,0.6
CCc1nnc(NC(=O)c2ncc(Cl)c(Cl)c2Cl)s1,i,i,-1.6
O=C(NCC1CCCO1)c1ccc(N2CCCCC2)c([N+](=O)[O-])c1 (stereo not drawn),i,i,2.3
CC(C)Oc1ccc(C(=O)NCc2ccco2)cc1,i,i,1.3
CN1CCN(C(=O)C(=O)c2cn(CC(=O)N3CCCC3)c3ccccc23)CC1,i,i,0.2
O=S(=O)(Nc1ccc(-c2cn3ccccc3n2)cc1)c1ccccc1,i,i,-0.2
Cc1ccc(N2C(=O)Nc3ccc(Br)cc3C2(O)C(=O)NCCCN(C)C)cc1C (stereo not drawn),i,i,1.3
Cc1c(C)n(CCCN(C)C)c2ncnc(NCc3ccccc3)c12,i,i,1.3
CCOC(=O)C1=NNC2C(=O)N(C3CCCCC3)C(=O)C12 (stereo not drawn),i,i,-3.3
Cc1ccc(NC(=S)N2CCN(C)CC2)c(C)c1,i,i,0.5
COc1ccc(CNC(=O)COC(=O)CCC2CCCCC2)cc1,i,i,-0.6
CC(NS(=O)(=O)/C=C/c1ccccc1)C(=O)NCCc1ccc(S(N)(=O)=O)cc1 (stereo not drawn),i,i,x
Cc1ccc(C(=O)C2C(c3ccc(-c4ccccc4[N+](=O)[O-])o3)NC(=O)NC2(O)C(F)(F)F)cc1 (stereo not drawn),i,i,0.9
Cc1cccc(-n2cc(-c3ccc([N+](=O)[O-])cc3)[nH]c2=S)c1,i,i,x
COC(=O)/C=C/c1c(C)[nH]c(=O)[nH]c1=O,i,i,-1.1
CC(C)N(Cc1ccccc1)C(=S)Nc1cccnc1,i,i,0.6
CCOC(=O)Cn1cncc1-c1ccc([N+](=O)[O-])cc1,i,i,-1.4
COc1ccc2c(c1)c1ncn(Cc3ccccn3)c(=O)c1n2C,i,i,0.2
CC(C)NS(=O)(=O)c1ccc(OCC(=O)Nc2ccc3c(c2)OCO3)cc1,i,i,0.9
O=C(NC1CCCCCCC1)C1CCN(S(=O)(=O)N2CCCC2)CC1,i,i,-0.1
Cc1c(Cl)cccc1N1C(=O)c2ccccc2C1=O,i,i,-1.3
CC(C)(CO)C(O)C(=O)NCCC#N (stereo not drawn),i,i,-1.2
CCC(C)(C)NC(=O)C(c1ccc(OC)cc1)N(C(=O)CCC(=O)Nc1cc(C)on1)c1ccc2c(c1)OCCO2 (stereo not drawn),i,i,-0.6
Cc1cc(NC(=O)Cn2nc(-c3cccs3)ccc2=O)cc(C)c1Br,i,i,-0.9
CCOC(=O)c1ccc(NC(=O)C2(c3ccc(Cl)cc3)CCCC2)cc1,i,i,-1.9
COCCNc1nc2nonc2nc1NC(C)c1ccccc1Cl (stereo not drawn),i,i,0.6
CC(=O)Nc1cc(C(=O)N2CCc3ccccc3C2)ccc1Sc1ccc(F)cc1,i,i,-1.2
Brc1cc2c(cc1/C=N/Nc1nc(N3CCOCC3)nc(N3CCOCC3)n1)OCO2,i,i,-0.2
N#Cc1ccc(COC(=O)c2ccccn2)cc1,i,i,-1.1
COc1cccc(/C=C/C(=O)N2CCN(c3n[nH]c(=O)[nH]c3=O)CC2)c1OC,i,i,-1.1
Cc1ccccc1/C=N/n1c(-c2ccccn2)n[nH]c1=S,i,i,-1.2
CCC(C)C(=O)Nc1nc2ccc(OC)cc2s1 (stereo not drawn),i,i,4.8
Cc1cccc(N2C(=O)CS/C2=N\NC(=O)c2cccnc2)c1C,i,i,-1.3
Cn1c(=O)c2[nH]c(NCCCN3CCOCC3)nc2n(C)c1=O,i,i,x
O=C1N/C(=N\N=C\c2cccs2)SC1Cc1ccc(Cl)cc1Cl (stereo not drawn),i,i,x
Nc1n[nH]c(N)c1N=Nc1ccc(F)cc1,i,i,2.9
Cc1cc(NC(=O)CSc2c(C)[nH]c3ccccc23)no1,i,i,-1.4
COc1ccccc1CNC(=O)C(=O)NCC1CCCO1 (stereo not drawn),i,i,-2.4
O=c1[nH]nc(-c2ccc(NCCCO)c([N+](=O)[O-])c2)c2ccccc12,i,i,-0.9
CCSc1cc(N2CCOCC2)nc(-c2ccccc2)n1,i,i,-0.7
CC(=O)c1ccc(Oc2nc3c(c(=O)n(C)c(=O)n3C)n2C)cc1,i,i,-1.5
# Continuation.
SMILES,CHT allo act,CHT block,STK33 kinase inh
Cc1cc(N/N=C/c2ccc3c(c2)OCO3)nc2ccccc12,i,i,0.4
CCOC(=O)N/N=C/c1cccc(Cl)c1Cl,i,i,-1.2
CC(=O)Nc1ccc(Nc2nc(-c3cc4ccccc4oc3=O)cs2)cc1,i,i,0.4
CCOC(=O)c1sc2ncn(/N=C/N(C)C)c(=O)c2c1C,i,i,-0.7
COc1ccc(N2C(=O)C3C4C=CC(CC4)C3C2=O)c([N+](=O)[O-])c1 (stereo not drawn),i,i,-0.5
CC1CCCCN1S(=O)(=O)c1ccc(NC(=O)c2ccco2)cc1 (stereo not drawn),i,i,-0.8
Cc1ccc(N(CC(N)=O)C2SC(=O)N(Cc3ccccc3)C2=O)cc1 (stereo not drawn),i,i,-3.7
CC(C(=O)OCC(=O)Nc1cccc(S(=O)(=O)N2CCOCC2)c1)N1C(=O)c2ccccc2C1=O (stereo not drawn),i,i,-0.9
O=C(c1ccc2c(c1)OCO2)N1CCN=C1SCc1cccnc1,i,i,-0.7
CC1CCN(S(=O)(=O)c2cccc(C(=O)O)c2)CC1,i,i,-1.2
O=[N+]([O-])c1ccc(/C=N/n2c(CO)nc3ccccc32)s1,i,i,-2.5

# An excerpt from above in order of formula weight, highest first.
SMILES,CHT allo act,CHT block,STK33 kinase inh
O=C1N/C(=N\N=C\c2cccs2)SC1Cc1ccc(Cl)cc1Cl (stereo not drawn),i,i,x
CC(=O)Nc1ccc(Nc2nc(-c3cc4ccccc4oc3=O)cs2)cc1,i,i,0.4
Cc1ccc(N(CC(N)=O)C2SC(=O)N(Cc3ccccc3)C2=O)cc1 (stereo not drawn),i,i,-3.7
CC1CCCCN1S(=O)(=O)c1ccc(NC(=O)c2ccco2)cc1 (stereo not drawn),i,i,-0.8
O=C(c1ccc2c(c1)OCO2)N1CCN=C1SCc1cccnc1,i,i,-0.7
O=c1[nH]nc(-c2ccc(NCCCO)c([N+](=O)[O-])c2)c2ccccc12,i,i,-0.9
COc1ccc(N2C(=O)C3C4C=CC(CC4)C3C2=O)c([N+](=O)[O-])c1 (stereo not drawn),i,i,-0.5
CCOC(=O)c1sc2ncn(/N=C/N(C)C)c(=O)c2c1C,i,i,-0.7
Cc1cc(N/N=C/c2ccc3c(c2)OCO3)nc2ccccc12,i,i,0.4
O=[N+]([O-])c1ccc(/C=N/n2c(CO)nc3ccccc32)s1,i,i,-2.5
CCSc1cc(N2CCOCC2)nc(-c2ccccc2)n1,i,i,-0.7
COc1ccccc1CNC(=O)C(=O)NCC1CCCO1 (stereo not drawn),i,i,-2.4
CC1CCN(S(=O)(=O)c2cccc(C(=O)O)c2)CC1,i,i,-1.2
CCOC(=O)N/N=C/c1cccc(Cl)c1Cl,i,i,-1.2
Nc1n[nH]c(N)c1N=Nc1ccc(F)cc1,i,i,2.9

# From PubChem
